NPY2 pot ag = potentiates or activates human NPY-Y2 receptor. P49146. cells expressing NPY-Y2, potentiator/agonist read-out. activation, % at 3.6 µM. 220,000 tested, 0.45% active. AID 1359; in the data active means activation above about 27%;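 further: cells stimulated with NPY near EC25 plus isoproterenol at EC100; 0% = vehicle plus submaximal agonist and 100% = vehicle plus saturating agonist; some results beyond the cut were filed as inactive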
S1P4 antag = human S1P4 receptor antagonism. 220,000 tested, 0.26% active. S1P4-expressing cells, antagonist mode, reporter read-out. inhibition, % at 4.98 µM. O95977; in the data active means inhibition above about 29%;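 further: 0% = wells stimulated with agonist and 100% = vehicle wells without agonist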
eIF4E 4G PPI = eIF4E/eIF4G interaction inhibition in translation initiation; P63073+Q04637; inhibition, % at 21.7 µM; 220,000 tested, 0.37% active; TR-FRET eIF4E-eIF4GI(517-606) binding, 2 h; AID 782;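 active means inhibition above about 30%, limit read from the data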;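 further: 0% = full FRET control wells and 100% = background wells lacking eIF4GI fragment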
PGE2 EP2 inh = inhibitors of human EP2 prostaglandin E2 receptor | AID 1422 | inhibition, % at 25 µM | 260,000 tested, 0.52% active | P43116 | C6 glioma cells expressing human EP2, cAMP TR-FRET; cells stimulated with saturating PGE2;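 active means percent inhibition above 40 after rounding to a whole number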;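 further: rat C6 glioma host cells with rolipram phosphodiesterase inhibitor present; the protocol text gives 20 µM as final concentration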
p97 inhibitor = inhibitors of human p97 ATPase. 220,000 tested, 0.42% active. P55072. recombinant p97 ATPase, Kinase-Glo ATP luminescence, 3 h. inhibition, % at 8 µM; in the data active means inhibition above about 15%;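 further: 0% = DMSO vehicle and 100% = wells lacking enzyme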
Target sequence (P55072 whole entry, looked up): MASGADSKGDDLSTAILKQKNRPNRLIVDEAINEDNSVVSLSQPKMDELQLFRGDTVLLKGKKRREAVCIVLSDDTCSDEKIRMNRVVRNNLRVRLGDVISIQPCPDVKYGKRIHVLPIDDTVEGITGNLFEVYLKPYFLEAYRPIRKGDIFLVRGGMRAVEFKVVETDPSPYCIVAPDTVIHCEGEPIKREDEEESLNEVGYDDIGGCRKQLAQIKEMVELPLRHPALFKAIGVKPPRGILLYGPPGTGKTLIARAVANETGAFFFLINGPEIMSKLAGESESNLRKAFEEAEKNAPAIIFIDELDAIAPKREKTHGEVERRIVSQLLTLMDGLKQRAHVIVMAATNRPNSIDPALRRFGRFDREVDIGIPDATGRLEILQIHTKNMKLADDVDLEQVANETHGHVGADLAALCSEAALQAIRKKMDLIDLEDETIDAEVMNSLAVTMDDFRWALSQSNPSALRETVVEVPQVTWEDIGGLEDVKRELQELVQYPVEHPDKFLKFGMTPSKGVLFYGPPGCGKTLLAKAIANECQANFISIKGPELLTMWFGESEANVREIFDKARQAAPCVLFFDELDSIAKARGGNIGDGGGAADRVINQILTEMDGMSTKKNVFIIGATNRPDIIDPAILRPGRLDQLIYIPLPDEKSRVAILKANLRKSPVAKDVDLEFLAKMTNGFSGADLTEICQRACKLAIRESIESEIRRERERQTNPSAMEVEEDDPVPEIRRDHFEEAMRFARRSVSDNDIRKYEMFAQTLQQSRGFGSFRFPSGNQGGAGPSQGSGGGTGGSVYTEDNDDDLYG
NPY-Y1 PAM-ag = potentiates or activates human NPY-Y1 receptor | P25929 | NPY-Y1 expressing cells, potentiator/agonist activation | activation, % at 3.6 µM | 220,000 tested, 0.37% active; in the data active means activation above about 33%, passing the limit was not always enough;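 further: cells stimulated with NPY at EC10 then isoproterenol at EC100; 0% = low agonist plus stimulus and 100% = saturating agonist plus stimulus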
NPY Y1 blocker = antagonists of human neuropeptide Y receptor Y1; P25929; HEK293-CNG Y1 cells, membrane potential fluorescence; NPY at EC95, then isoproterenol; inhibition, % at 3.6 µM; 200,000 tested, 1% active;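 active means inhibition above the campaign mean inhibition of all tested compounds plus 3 SD, cut at about 20% in these data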;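 further: 0% = DMSO wells given NPY plus isoproterenol and 100% = isoproterenol alone without NPY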
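Material: HEK293 cells co-expressing NPY Y1 receptor and cyclic-nucleotide gated channel. Timing: compound incubation 1 h at room temperature, readout 45 min post-stimulation. Signal: fluorescence, membrane potential probe.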
EP2 modulator = EP2 receptor (human) modulation | P43116 | EP2-expressing cells, cAMP HTRF FRET, PGE2 co-stimulation | induction, % at 25 µM | 260,000 tested, 0.83% active | AID 940;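 active means compounds whose cAMP rise, as percent of the full-agonist control response, exceeds 60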;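 further: rat C6 glioma line stably carrying human EP2 under a CMV promoter; the protocol text gives 20 µM as final concentration; 100% = response of wells given 1 µM PGE2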
S1P4 ag = activates the human S1P4 receptor | activation, % at 4.98 µM | 220,000 tested, 0.35% active | S1P4-expressing cell line, agonist reporter assay; in the data active means activation above about 11%;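 further: 0% = DMSO vehicle and 100% = reference agonist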
* hit, by the source's call; . = not tested or not shown; [ ] = another dose, or the depositor's remark.

A first look:
Structure | NPY2 pot ag | S1P4 antag | eIF4E 4G PPI | PGE2 EP2 inh | p97 inhibitor | NPY-Y1 PAM-ag | NPY Y1 blocker | EP2 modulator | S1P4 ag
CCN(C(=O)c1cc2cc(OC)ccc2oc1=O)c1cccc(C)c1 | 10 | -4 | -4 | 4 | -3 | -1 | 4 | 3 | -0.9
O=C(Nc1ccc(Cl)cn1)c1cc(S(=O)(=O)N2CCCCC2)ccc1Cl | 1 | -17 | 0 | 22 | 5 | -4 | 1 | 17 | -1.6
Cc1ccccc1CSc1nc(C(C)(C)C)cc(=O)[nH]1 | -14 | -6 | 2 | 11 | 2 | -7 | 0 | 57 | -0.8

This part in full (from the top)
Structure | NPY2 pot ag | S1P4 antag | eIF4E 4G PPI | PGE2 EP2 inh | p97 inhibitor | NPY-Y1 PAM-ag | NPY Y1 blocker | EP2 modulator | S1P4 ag
CCN(C(=O)c1cc2cc(OC)ccc2oc1=O)c1cccc(C)c1 | 10 | -4 | -4 | 4 | -3 | -1 | 4 | 3 | -0.9
O=C(Nc1ccc(Cl)cn1)c1cc(S(=O)(=O)N2CCCCC2)ccc1Cl | 1 | -17 | 0 | 22 | 5 | -4 | 1 | 17 | -1.6
Cc1ccccc1CSc1nc(C(C)(C)C)cc(=O)[nH]1 | -14 | -6 | 2 | 11 | 2 | -7 | 0 | 57 | -0.8
Cc1ccc(C(=O)Nc2ccc(N3CCOCC3)nc2N2CCOCC2)cc1 | 1 | 7 | 2 | 9 | -2 | -5 | . | -21 | 1.4
O=C(c1cccc2c1C(=O)N(Cc1cccnc1)C2)N1CCN(c2ccccc2)CC1 | 0 | -27 | 4 | 20 | 0 | 2 | 8 | 2 | 1.7
CCOc1ccc(CNc2cccc(SC)c2)cc1 | -6 | 1 | 4 | 5 | 6 | -2 | 1 | 30 | 2.6
CC(C)(C)c1cc(C(=O)N2CCc3ccccc32)ccn1 | -16 | -3 | -5 | 4 | -12 | 1 | 4 | -6 | 1.5
Nc1cnc(-c2ccccc2)nc1Cl | 13 | -4 | 11 | 5 | 2 | 15 | 4 | -1 | 2.2
CC(=O)Nc1ccc(-c2nnc(SCC(=O)n3c4c(c5ccccc53)CCCC4)n2C)cc1 | -2 | -29 | -20 | 5 | 2 | 31 | 3 | 4 | 0.5
Cc1c(Br)c([N+](=O)[O-])nn1CC(=O)NCc1ccco1 | -3 | -7 | 7[fluorescence artefact?] | 10 | 8 | -2 | -3 | 15 | 0.9
Cc1ccc(N=Nc2c(N)[nH]n3c(=O)cc(C)nc23)cc1 | 7 | -19 | 13 | 3 | 4 | -4 | 2 | 9 | 2.2
CCOc1ccccc1C(=O)OCC(=O)Nc1cc(Cl)ccc1Oc1ccccc1 | 7 | -20 | -1 | 7 | 6 | 5 | 14 | 42 | 1.1
CCOC(=O)c1c(O)c2cccc3c2n(c1=O)CC3 | 7 | -25 | 0 | 1 | 8 | 5 | . | 3 | -0.7
CCNS(=O)(=O)c1cc(Br)ccc1OC | -4 | -11 | 14 | 5 | 4 | 16 | 5 | 0 | -0.8
O=C(CSc1nc2ccccc2[nH]1)NCC1CCCO1 (stereo unspecified) | -5 | 1 | 2 | 5 | -1 | -6 | -4 | 9 | 1.1
C=C(C)CSc1ncc(-c2cccc(C(F)(F)F)c2)cn1 | -6 | 1 | 4 | 1 | 3 | -12 | 1 | 52 | 4.1

Two entries from above, as labelled records:
SMILES: CC(=O)Nc1ccc(-c2nnc(SCC(=O)n3c4c(c5ccccc53)CCCC4)n2C)cc1
  NPY2 pot ag = -2	S1P4 antag = -29	eIF4E 4G PPI = -20	PGE2 EP2 inh = 5	p97 inhibitor = 2	NPY-Y1 PAM-ag = 31	NPY Y1 blocker = 3	EP2 modulator = 4	S1P4 ag = 0.5

SMILES: Cc1c(Br)c([N+](=O)[O-])nn1CC(=O)NCc1ccco1
  NPY2 pot ag = -3	S1P4 antag = -7	eIF4E 4G PPI = 7[fluorescence artefact?]	PGE2 EP2 inh = 10	p97 inhibitor = 8	NPY-Y1 PAM-ag = -2	NPY Y1 blocker = -3	EP2 modulator = 15	S1P4 ag = 0.9

Next section.
Structure | NPY2 pot ag | S1P4 antag | eIF4E 4G PPI | PGE2 EP2 inh | p97 inhibitor | NPY-Y1 PAM-ag | NPY Y1 blocker | EP2 modulator | S1P4 ag
CCOc1cc(CNc2ncc(-c3ccc(OC)cc3)n2C)ccc1O | 6 | 0 | 0 | 4 | 6 | -13 | 4 | -37 | 1.2
COc1ccc(CCN2C(=O)CS/C2=N/NC(=O)c2ccccc2F)cc1OC | 1 | 1 | -3 | 3 | 4 | 4 | -2 | 10 | 2.6
Cc1nc2ccc(S(=O)(=O)NCC(=O)N3CCN(c4ccccn4)CC3)cc2s1 | -7 | 6 | 2 | 9 | 4 | -3 | -1 | -35 | 0.9
CC(C)[C@H](NC(=O)c1ccco1)C(=O)OCC(=O)N1CC(=O)Nc2ccccc21 | 5 | -8 | 2 | 2 | 2 | -4 | 6 | 9 | -0.1
CC(=O)c1nn(-c2cccc(Br)c2)cc1C(=O)c1ccc2ccccc2c1 | 12 | -7 | 4 | 6 | 5 | -15 | -3 | -11 | -3.2
O=C(CCc1nc(-c2ccccc2F)no1)NCCc1ccccc1Cl | -8 | -11 | 3 | 12 | -2 | -53 | 8 | -26 | 1.0
CN(C(=O)COc1ncnc2sccc12)c1ccccc1 | 8 | 3 | 2 | 7 | 3 | 5 | -1 | -10 | 1.3
CC(=O)N(c1nc(CCl)cs1)c1c(C)cc(C)cc1C | 1 | -2 | 3[fluorescence artefact?] | 5 | 2 | -11 | 5 | 17 | -1.2

Record cards, from the list above. Screens in order: NPY2 pot ag, S1P4 antag, eIF4E 4G PPI, PGE2 EP2 inh, p97 inhibitor, NPY-Y1 PAM-ag, NPY Y1 blocker, EP2 modulator, S1P4 ag
COc1ccc(CCN2C(=O)CS/C2=N/NC(=O)c2ccccc2F)cc1OC as listed: 1, 1, -3, 3, 4, 4, -2, 10, 2.6
O=C(CCc1nc(-c2ccccc2F)no1)NCCc1ccccc1Cl as listed: -8, -11, 3, 12, -2, -53, 8, -26, 1.0
CCOc1cc(CNc2ncc(-c3ccc(OC)cc3)n2C)ccc1O as listed: 6, 0, 0, 4, 6, -13, 4, -37, 1.2

Next part:
Structure | NPY2 pot ag | S1P4 antag | eIF4E 4G PPI | PGE2 EP2 inh | p97 inhibitor | NPY-Y1 PAM-ag | NPY Y1 blocker | EP2 modulator | S1P4 ag
Clc1ccc(-c2nnc(SCc3ccon3)o2)c(Cl)c1 | -18 | -14 | -6 | 15 | -5 | -18 | 5 | -4 | -0.8
CCCCN1C=CC(=C2C(=O)c3ccccc3C2=O)C=C1 | -6 | -4 | -1 | 4 | -41 | -8 | -5 | -22 | -1.9
Cn1cnnc1SCc1cccc(Br)c1 | 3 | 1 | -7[fluorescence artefact?] | 6 | 4 | -16 | 5 | 17 | 2.2
CCC(=O)n1nc(-c2ccc(Cl)cc2)nc1N | 3 | 1 | -2 | 3 | 4 | 11 | 0 | 25 | -0.1
O=C(CCCN1C(=O)c2ccccc2C1=O)NCCC1=CCCCC1 | -10 | 3 | 6 | 9 | 1 | -12 | 10 | 0 | 0.5

Some of the compounds tested, so the mix of outcomes need not match the whole.
